# SW480 rereplic: A quantitative high throughput screen for small molecules that induce DNA re-replication in SW480 colon adenocarcinoma cells; SW480 DNA re-replication, Hoechst DNA content imaging, 48 h; Potency, µM (titrated, usually from 46.1 µM), for the others: at the top dose re-replication activation, most hits filed as activators; hit rate 1.8% among 340,000; AID 624297, 2012; note: % of control where 0% means no effect; nearly all actives have a fitted effect of over 55% in size
#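 Quantitative HTS format with DMSO vehicle controls; 48 hr drug incubation at 37 C, then 40 min Hoechst staining and scanning imager measurement at 405 nm excitation.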
# HT1080-NT tox: qHTS for induction of synthetic lethality in tumor cells producing 2HG: qHTS for the HT-1080-NT fibrosarcoma cell line; HT-1080-NT fibrosarcoma viability, CellTiter-Glo ATP luminescence, 48 h; Potency, µM (top dose mostly 46.1 µM), for the others: at the top dose activity, negative = less viability, hits mostly cytotoxic; hit rate 1.6% among 360,000; AID 686970, 2013;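 note: NT is the 2HG producing partner of a matched IDH1 knockdown line; 0% = DMSO-treated cells and -100% = media-only wells without cells; nearly all actives have a fitted effect of over 55% in size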
#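 Fibrosarcoma NT cells, 750 per well in 5% FBS RPMI, were exposed to compound for 48 hours. Viability: CellTiter-Glo luminescence.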
# GLP1R ag: qHTS of GLP-1 Receptor Agonists. Glucagon-like peptide 1 receptor (Homo sapiens), P43220. hit rate 0.007% among 380,000. HEK293 GLP-1R CRE-luciferase, luminescence, 4-6 h; cells express a hypersensitive GLP-1R form. Potency, µM (top dose mostly 45.6 µM), for inactives: top-dose activation, usual class: activators. AID 624172, 2012; note: % of control where 0% means no effect
# Target sequence (P43220 whole entry, looked up): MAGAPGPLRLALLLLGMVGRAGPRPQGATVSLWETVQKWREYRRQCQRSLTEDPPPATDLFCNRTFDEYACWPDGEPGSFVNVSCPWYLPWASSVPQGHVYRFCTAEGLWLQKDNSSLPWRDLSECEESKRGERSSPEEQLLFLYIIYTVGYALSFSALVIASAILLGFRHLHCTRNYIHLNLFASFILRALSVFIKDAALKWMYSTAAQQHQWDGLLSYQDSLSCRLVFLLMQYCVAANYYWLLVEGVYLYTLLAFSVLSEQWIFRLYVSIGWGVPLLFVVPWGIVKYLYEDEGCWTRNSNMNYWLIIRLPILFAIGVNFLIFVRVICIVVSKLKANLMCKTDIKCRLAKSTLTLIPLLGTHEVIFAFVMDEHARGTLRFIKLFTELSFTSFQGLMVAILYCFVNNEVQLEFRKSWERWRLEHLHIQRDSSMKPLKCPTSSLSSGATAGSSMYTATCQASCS
# KB-3-1 cytotox: qHTS assay for MDR1-selective chemotherapeutics: Primary screen using the parental adenocarcinoma cell KB-3-1 | KB-3-1 viability, CellTiter-Glo ATP luminescence, 72 h | Potency, µM (highest dose often 46.1 µM), for the others: at the highest dose activity change, negative = cytotoxic, most hits filed as cytotoxic | hit rate 1.4% among 400,000 | AID 1347075, 2019; note: % is set by controls: 0 for no effect and ±100 for the full control effect; nearly all actives have a fitted effect of over 60% in size
#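 Multi-concentration cytotoxicity screen in KB-3-1 cells grown in DMEM lacking phenol red with 10% FBS. After 72 h at 37 °C with compound, ATP-dependent luminescence was recorded.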
# KB-V1 cytotox: qHTS assay for MDR1-selective chemotherapeutics: Primary screen using the drug-selected MDR subline cells KB-V1; hit rate 3.4% among 400,000; Potency, µM (top dose mostly 46.1 µM), for the others: at the top dose activity change, negative = cytotoxicity, usual class: cytotoxic; KB-V1 MDR cells viability, CellTiter-Glo, 72 h; note: % is set by controls: 0 for no effect and ±100 for the full control effect; nearly all actives have a fitted effect of over 60% in size
#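 Compound-treated KB-V1 multidrug-resistant cells, 72 h, 37 degrees C; viability by CellTiter-Glo. Fitted qHTS curves give the values.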
# GLP1R inv ag: qHTS of GLP-1 Receptor Inverse Agonists (Inhibition Mode). Potency, µM (doses to about 38.3 µM), for inactives: top-dose activity change, negative = inhibition, actives largely listed as inhibitors. HEK293 GLP-1R CRE-luciferase, luminescence, 24 h; GLP-1R form is constitutively active. hit rate 1.6% among 410,000. Glucagon-like peptide 1 receptor (Homo sapiens), P43220; note: % is set by controls: 0 for no effect and ±100 for the full control effect; nearly all actives have a fitted effect of over 55% in size
#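 GLP-1R inverse agonism mode: basal reporter luminescence in engineered HEK293 cells measured after one day of compound exposure at 37 deg C, with a 12 min room-temperature detection step.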
# HEK293 tox: qHTS of GLP-1 Receptor Inverse Agonists: Cytotox Screen; HEK293 cAMP-luciferase reporter cells, luminescence, 24 h; hit rate 0.13% among 410,000; Potency, µM (titrated, usually from 38.3 µM), without a hit: top-dose activity change, negative = inhibition, hits mostly inhibitors; AID 624418, 2012;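 note: loss of luciferase light is scored as toxicity; % is set by controls: 0 for no effect and ±100 for the full control effect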
#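 Here, cytotoxicity is scored as loss of luminescence. The MLSMR collection was tested on cells seeded in medium containing 10% Nu serum, with a 24 hr compound exposure preceded by 12 hours of culture.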
# TDP43 rescue: qHTS of TDP-43 Inhibitors. TDP-43 expressing yeast growth rescue, BacTiter-Glo, 24 h. Potency, µM (doses to about 46.1 µM), inactives show at the highest dose growth rescue (activation), usual class: activators. hit rate 1.8% among 410,000; note: % of control where 0% means no effect; nearly all actives have a fitted effect of over 50% in size
#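 Galactose-induced TDP-43 yeast, OD600=0.02, compound pinned; 24 hr, 30 deg C; BacTiter-Glo luminescence for growth. Inhibitors of TDP-43 toxicity read as activators.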
# HT1080 IDH1KD tx: qHTS for induction of synthetic lethality in tumor cells producing 2HG: qHTS for the HT-1080-IDH1KD cell line; Potency, µM (doses to about 46.1 µM), for the others: at the top dose activity, negative = toxicity, usual class: cytotoxic; AID 686971, 2013; hit rate 2% among 360,000; HT-1080 IDH1 knockdown viability, ATP luminescence, 48 h;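 note: 0% = DMSO wells and -100% = cell-free medium wells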
#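 CellTiter-Glo luminescence after 48 h compound exposure at 37 degrees C of IDH1-knockdown HT-1080 cells in 5% FBS RPMI. %Activity scaled between DMSO wells and cell-free media wells, with curves fitted and assigned curve classes.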
# Numbers without * were called inactive; ? = inconclusive; / = no result given; & = joins results of further samples; [ ] = remark or other dose. Calls come from the whole dose curve; as a rule, active = well fitted curve in the direction sought with a large enough effect; inconclusive = small, poorly fitted or top-dose-only effect, or another doubt; inactive = no such curve, though single readings can be large; an effect the other way counts as inactive or inconclusive. Potency is the fitted concentration of half-maximal effect.
SMILES | KB-V1 cytotox | GLP1R ag | HEK293 tox | KB-3-1 cytotox | TDP43 rescue | HT1080-NT tox | SW480 rereplic | HT1080 IDH1KD tx | GLP1R inv ag
Cc1ccc(S(=O)(=O)N(C)CC(=O)N2CCOCC2)cc1 | 0% | 5% | -19% | -1% | 4% | -1% | 0% | -3% | 2%
COc1ccc(NC(=S)N(CCCN2CCN(C)CC2)Cc2cccs2)cc1 | -22% | 7% | 2% | 10% | -5% | -3% | 1% | -2% | -29%
CCOc1ccccc1Nc1nnc(C)c(=O)[nH]1 | 2% | -2% | -5% | 4% | 3% | 5% | -9% | 2% | -8%
COc1ccc(C(CC(=O)N2CCCC2)C(C)C)cc1 (configuration not stated) | 5% | 0% | 16% | 4% | -2% | -4% | -10% | -4% | -1%
CC(=O)c1sc(-c2ccccc2Cl)nc1C | 5% | 6% | -12% | 1% | 14% | 7% | -9% | 4% | 1%
CCCc1cc2c(cc1N(C)S(=O)(=O)c1ccccc1)OCO2 | -20% | 11% | 17% | -2% | 27% | 1% | -2% | -10% | ?
CCOC(=O)C1CCN(C(=O)Cn2cc(C(=O)c3ccco3)c3ccccc32)CC1 | -13% | -2% | -1% | 8% | -14% | -3% | 2% | -5% | 1%
Oc1ccc2ccccc2c1/C=C/c1ccc2c(Br)cc(Br)c(O)c2n1 | 4.1µM* | 2% | -25% | ? | 16µM* | ? | 18µM* | 29µM* | ?
CCC1CCc2sc(C(=O)N3CCCN(C)CC3)cc2C1 (configuration not stated) | -15% | -1% | -6% | -22% | -15% | -21% | 16% | -9% | ?
COc1ccc(NC(=O)/C(C#N)=C\c2cc(OC)c(OCc3ccc(C(=O)O)cc3)cc2Br)cc1 | 9% | 4% | 17% | -4% | 11% | 24% | 0% | 10% | 55%[activator]
C=CCC1C=C(Cc2ccccc2)CC(CC=C)N1 (configuration not stated) | 0% | -4% | 2% | 8% | 1% | -2% | 6% | -17% | -27%
O=C(COC(=O)c1ccc(Br)cc1)NCc1ccccc1 | 3% | -8% | -13% | 0% | 8% | 5% | / | -3% | 19%
Cc1csc2nc(COc3ccccc3NC(=O)c3ccccc3Cl)cc(=O)n12 | ? | 1% | -5% | 11% | 22% | / | / | / | -21%
COc1cc(CCCN2C(=O)C(=O)NC[C@@H]2c2ccccc2)cc(OC)c1OC | 15% | -8% | -27% | -2% | -5% | 17% | 2% | 13% | 20%
COc1ccccc1NC(=O)COC(=O)Cn1cnc2c1c(=O)n(C)c(=O)n2C | -10% | 3% | -5% | 2% | 18% | 7% | -5% | 10% | 2%
COc1ccc(CNC(=O)c2ccc(CSc3nc4ccncc4n3Cc3ccccc3F)cc2)cc1 | -6% | / | 14% | -17% | -2% | / | / | / | ?
COc1cc(/C=N/NC(=O)CSc2ccccn2)ccc1O | -14% | 9% | 5% | 0% | 5% | 1% | -7% | -2% | 14%
Cn1nc(C(=O)Nc2nnc(C3CC3)s2)c2ccccc2c1=O | 8% | -4% | 7% | 4% | 13% | 6% | 6% | 11% | -6%
CC(C)CCNC(=O)Nc1ccc2c(c1)N(C)C(=O)CS2 | 21µM* | 1% | 6% | -14% | 15% | -5% | 1% | -13% | 0%
COc1ccc(OC)c(NC(=O)Cn2c(=O)n(Cc3ccccc3)c(=O)c3ccccc32)c1 | -5% | / | 3% | -13% | -4% | / | / | / | 4%
O=C(Nc1nnc([C@@H]2O[C@H](CO)[C@@H](O)[C@H]2O)s1)Nc1ccccc1C(F)(F)F | 2% | 0% | -5% | 0% | 9% | -3% | / | 14% | 20%
CN(C(=O)c1cccc(NC(=O)Cc2ccc(NC(=O)C3CCN(C(=O)C4CCC4)CC3)cc2)c1)C1CCCC1 | -3% | 4% | -11% | 0% | 3% | -13% | ? | -19% | 5%
CCN(c1ccccc1)S(=O)(=O)c1ccc(F)cc1 | -21% | -5% | 0% | -18% | -6% | 8% | -10% | -1% | 0%
Cc1nc(NCCc2ccc(O)cc2)c2nnn(Cc3ccccc3)c2n1 | -16% | ? | -23% | ? | / | ? | 10%[1.84 µM] | ? | ?
COc1cc(NS(=O)(=O)c2ccc3c(c2)NC(=O)CO3)cc(OC)c1 | ? | 2% | -9% | -4% | -6% | -22% | -2% | -3% | -8%
COc1ccc(-c2cnc3c(NC=O)cc(-c4ccc(F)cc4)cn23)cc1OC | ? | ? | -34% | 0.21µM* | ? | ? | / | ? | ?
Cc1c(C(=O)Nc2ccc(OC(F)(F)F)cc2)sc2nc3n(c(=O)c12)CCC3 | -8% | -6% | 3% | ? | 4% | -12% | -3% | -8% | ?
O=C(COc1cc2oc(=O)c3c(c2cc1Cl)CCC3)NCCCN1CCOCC1 | -20% | 2% | -7% | 17% | -9% | 7% | ? | 14% | 27%
Cc1ccc(N)cc1-n1c(C)ccc1C | -4% | -5% | 3% | 6% | 12% | 4% | ? | -11% | 0%
CC1CCCCN1CCn1c(=S)[nH]c2cc3c(cc2c1=O)OCO3 (configuration not stated) | 27% | -2% | -10% | 2% | -3% | 3% | 5% | 2% | 51%[activator]
COc1ccc(S(=O)(=O)Nc2ccccc2C(=O)OC2CCCN(C)C2)cc1OC (configuration not stated) | ? | 5% | 2% | -5% | -10% | -13% | 5% | -7% | -29%
CSc1ccccc1NC(=O)c1cc(C2CC2)on1 | -14% | 0% | 44%[activator] | 0% | ? | 7% | -1% | -5% | -23%
CN(C)c1ccc(C(=O)Nc2ccc(O)c3c(=O)cc(-c4ccccc4Cl)oc23)cc1 | 8% | 22% | 0% | 2% | 16% | -2% | -80%[inhibitor][9.22 µM] | -12% | 11%
CC(=O)Nc1ccc(C(=O)N2CCCC(c3cc(C(=O)Nc4ccccc4Cl)no3)C2)cc1 (configuration not stated) | -4% | 4% | -3% | 0% | 5% | ? | / | 18% | -22%
Cc1ccc(NC(=O)CN(C)C(=O)c2ccccn2)cc1 | 1% | -7% | 8% | 6% | 6% | 17% | -6% | 4% | 20%
CC(C)c1ccc(C2/C(=C(/O)c3ccc(F)cc3)C(=O)C(=O)N2CCCN2CCOCC2)cc1 (configuration not stated) | ? | -3% | 12% | 1% | 4% | 0% | 0% | 6% | 13%
CC(NCC1(N2CCOCC2)CCCCC1)C(=O)Nc1ccc(Cl)cc1Cl (configuration not stated) | 0% | 5% | 2% | 1% | 4% | 4% | 13% | 1% | ?
O=C(Nc1cc([N+](=O)[O-])ccc1Cl)C1CC1 | -2% | 0% | -6% | 2% | ? | 4% | -7% | 10% | 19%
COc1ccc2[nH]c(=O)cc(C(=O)O)c2c1 | 4% | -1% | 11% | 1% | -10% | 8% | 9% | 5% | 2%
CCN(Cc1ccccc1)C(=O)C1CCN(C(=O)Nc2ccccc2)CC1 | 4% | 1% | 0% | ? | -5% | 1% | -7% | 2% | 5%
O=C(NCc1ccco1)C1CCN(C(=O)c2cc3sccc3n2Cc2ccc(F)cc2)CC1 | ? | 5% | -7% | 7% | -12% | ? | 0% | ? | 21%
O=C(CN1CCOCCOCCOCC1)Nc1ccccc1 | -9% | -2% | -3% | -9% | -23% | -11% | 0% | -4% | -21%
Cc1ccc(-c2cc(C(=O)Nc3sc4c(c3C(=O)NCc3ccco3)CCC4)[nH]n2)c(O)c1 | 8% | -7% | -4% | 2% | 4% | 17% | 12% | 12% | 11%
COc1ccc(S(=O)(=O)NCC2CCCN(C(=O)c3ccccc3)C2)cc1 (configuration not stated) | 10% | 3% | 4% | 0% | 21% | 14% | 3% | 4% | 1%
CCn1c(=O)c2cc(C(=O)N3CCN(c4cccc(Cl)c4)CC3)sc2c2ccccc21 | -18% | -3% | 6% | -5% | 4% | / | / | / | -8%
O=C(Nc1ccc(Cc2nc3ccccc3s2)cc1)c1ccncc1 | 7.3µM* | 11% | 0% | 16µM* | 8% | -27% | 0% | -24% | 12%
COc1ccc(NC(=O)CSc2nnc(-c3cccnc3)s2)cc1 | -13% | -4% | 0% | 0% | -3% | 10% | -10% | 1% | 17%
CCOc1ccc(C(=O)Nc2nnc(S(=O)(=O)Nc3ccccc3)s2)cc1 | 26% | / | -6% | 18% | 0% | / | / | / | 3%
COc1ccc(Cn2nnnc2C(c2ccc(N(C)C)cc2)N2CCC(C)CC2)cc1 (configuration not stated) | -4% | 6% | -6% | 1% | 8% | 0% | 2% | 3% | ?
O=C1CN(C(=O)c2ccccc2Cl)c2ccccc2N1 | 3% | 0% | 0% | 0% | 11% | -20% | 17% | -14% | -14%
CC1Cc2cc(S(=O)(=O)NCc3ccc(Cl)cc3)ccc2N1C(=O)C1CCC1 (configuration not stated) | 0% | / | 7% | ? | -4% | / | / | / | -5%
O=C(NCc1ccc(S(=O)(=O)NC2CCCCC2)s1)c1ccccc1 | ? | 4% | ? | 25% | -26% | -7% | ? | -2% | -35%
COc1ccc(C(=O)Nc2nc(C)cc(C)n2)cc1[N+](=O)[O-] | 6% | 0% | -11% | 5% | 21% | 2% | -4% | 2% | 21%
Cc1ccc2nc(N3CCN(Cc4nnnn4C4CCCC4)CC3)c(C#N)cc2c1 | 21µM* | -8% | 5% | -1% | 30% | -13% | -6% | -5% | -18%
CC1(Oc2cnc(Cl)c3ccccc23)CCN(Cc2ccc(-c3ccccn3)cc2)C1 (configuration not stated) | -2% | -6% | 6% | 0% | 12% | -15% | / | -28% | -28%
Cc1cccc(OCC(=O)Nc2ccc3c(c2)nc(CN2CCCCC2)n3C)c1 | -17%&-3% | 5% | -16%&1% | ? | -12%&4% | 3% | 20% | -3% | ?
N#Cc1ccccc1OCC(=O)Nc1ccc2c(c1)OCCO2 | ? | 1% | -11% | 15% | ? | 17% | -6% | 24% | 13%

# Screening results (PubChem)

# Compounds were not picked by outcome, and some 9.4% of all compounds hit somewhere here.
